OX1R antag-1: human HCRTR1 antagonism | AID 434989 | 330,000 tested, 0.43% active | CHO/OX1R cells, Fluo-8 calcium fluorescence, orexin A | inhibition, % at 5 µM;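 active means inhibition above its plate's threshold, mean inhibition of all tested compounds on the plate plus 3 SD, cut at about 37% in these data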;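 further: 0% = orexin A challenge wells and 100% = SB-334867-A antagonist wells; not every result past the cut was called active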
Target sequence (O43613 whole entry, looked up): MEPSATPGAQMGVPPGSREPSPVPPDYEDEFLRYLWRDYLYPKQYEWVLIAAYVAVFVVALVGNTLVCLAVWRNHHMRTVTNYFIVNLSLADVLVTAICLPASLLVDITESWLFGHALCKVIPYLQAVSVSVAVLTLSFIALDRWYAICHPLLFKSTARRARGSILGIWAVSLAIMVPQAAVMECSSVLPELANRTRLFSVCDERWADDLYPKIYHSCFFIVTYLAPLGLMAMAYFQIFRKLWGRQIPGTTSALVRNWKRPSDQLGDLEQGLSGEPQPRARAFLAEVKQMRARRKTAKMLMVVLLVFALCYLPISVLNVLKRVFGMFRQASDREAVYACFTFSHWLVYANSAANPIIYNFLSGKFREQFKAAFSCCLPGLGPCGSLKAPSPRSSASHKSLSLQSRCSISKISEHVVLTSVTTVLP
OX1R antag-2: antagonists of human orexin 1 receptor (OX1R); O43613; OX1R-expressing cells, FRET antagonist read-out; inhibition, % at 6.6 µM; 330,000 tested, 1.8% active; AID 485270; in the data active means inhibition mostly above about 38%, no sharp cut-off; inactive means mostly below about 40%;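 further: 0% = agonist challenge alone and 100% = reference antagonist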
An asterisk follows results filed as active.

SMILES | OX1R antag-1 | OX1R antag-2
COc1ccc(-n2nccc2-c2nn(-c3cccc(OC)c3)c(=O)n(C)c2=O)cc1 | -4 | 16
COc1cc2[nH]c(=O)n(Cc3ccc(C(=O)NCC4CCCO4)cc3)c(=O)c2cc1OC (stereo unspecified) | -11 | 19
COc1cc(C2c3cc4c(cc3C(OC3OC5COC(c6cccs6)OC5C(O)C3O)C3COC(=O)C23)OCO4)cc(OC)c1O (stereo unspecified) | -9 | 10
Cc1ccc(-n2c(SCC(=O)Nc3cccc(S(=O)(=O)NC4=NCCCCC4)c3)nc3ccccc3c2=O)cc1C | -3 | 11
O=C(Nc1ccc(Cl)cc1)Nc1ccccc1NS(=O)(=O)c1cccs1 | -26 | 60*
O=C(NC(=S)Nc1ccccc1[N+](=O)[O-])c1ccco1 | 7 | 45
CCCCn1c(N)c(N(CCC(C)C)C(=O)CC2CCCCC2)c(=O)[nH]c1=O | -36 | 6
COCCn1c(SCC(=O)NC(=O)NC2CCCCC2)nc2ccccc2c1=O | -8 | 7
CCOC(=O)NC(=O)/C(C#N)=C\Nc1ccc(Cl)cc1Cl | -13 | 6
NCc1cccc(CNc2ccc([N+](=O)[O-])cc2C(N)=O)c1 | -12 | 34
Cc1noc(NS(=O)(=O)c2ccc(N/C=C/C(=O)c3ccc4c(c3)OCO4)cc2)c1C | -19 | 27
CCOC(=O)N1CCC(N2Cc3cccc(C(=O)N4CC(C)CC(C)C4)c3C2=O)CC1 (stereo unspecified) | -17 | 3
CCN(CC(=O)Nc1ccc(NC(C)=O)cc1)C(=O)C1COc2ccccc2O1 (stereo unspecified) | -18 | 4
CCCCC(=O)N1CCCC(c2nc3c(nnn3Cc3cc(C)ccc3C)c(=O)[nH]2)C1 (stereo unspecified) | -25 | 10
N=C(N)SCP(=O)(c1ccccc1)c1ccccc1 | 1 | 17
COc1cc2ccccc2cc1C(=O)NC(=S)Nc1cccc(C(=O)O)c1C | 1 | 30
Cc1ccc(N2C(=O)CC(n3ccnc3)C2=O)cc1C (stereo unspecified) | -22 | 3
CN(C)S(=O)(=O)c1ccc(C(=O)OCc2nnc(-c3ccccc3)o2)cc1 | -15 | 20
CCCC(C)NNC(=O)c1cc2ccccc2[nH]1 (stereo unspecified) | 0 | 9
Cc1ccc(S(=O)(=O)N2CCC(=O)N(C(COCc3cccc(C)c3)Cc3ccccc3)CC2)cc1 (stereo unspecified) | -14 | -1
Cc1csc(NC(C)c2nc3cc(Cl)c(N4CCCCC4)cc3n2CCOCCO)n1 (stereo unspecified) | -16 | 23
CCN(CC(=O)Nc1ccc(NC(C)=O)cc1)C(=O)c1ccc(C(=O)c2ccccc2)cc1 | -13 | 3
CCCC(C)C(=O)Nc1nc(C)c(-c2csc(Nc3ccccc3OC)n2)s1 (stereo unspecified) | -18 | 18
COc1ccc(CCNC(=O)CN2C(=O)NC(Cc3c[nH]c4ccccc34)C2=O)cc1 (stereo unspecified) | -5 | -5
O=C(Nc1cccnc1)C1CC(=O)N(c2ccc(F)cc2)C1 (stereo unspecified) | 1 | 8
O=C(NCCCNC(=O)c1cccnc1)c1ccc(Cl)cc1 | -9 | 8
CC(=O)Nc1ccc(-c2nnc(SCC(=O)c3ccc4c(c3)Cc3ccccc3-4)n2C)cc1 | -4 | 0
CC1CCCCC12NC(=O)N(CC(=O)OCC(=O)NC(=O)c1ccccc1)C2=O (stereo unspecified) | -18 | 2
COc1ccc(/C=C/C(=O)OCC(=O)Nc2ccc(N3CCOCC3)cc2)cc1 | -13 | 4
O=C(CSc1ccc2ccccc2c1)Nc1ccc(S(=O)(=O)Nc2nccs2)cc1 | 4 | 6
Cc1ccc(-n2c(SCC(=O)OC(C)C)nnc2-c2ccco2)cc1 | -23 | 22
COCCn1c(SCC(=O)Nc2cccc(S(N)(=O)=O)c2)nc2ccccc21 | -16 | 7
C/C(CC(=O)C(F)(F)F)=N\NC(=O)/C(C#N)=C/N(C)C | -1 | 8
Cc1noc(C)c1S(=O)(=O)Nc1ccc2c(c1)CC(=O)N([C@H](C)CO)C[C@H](C)[C@H](CN(C)S(=O)(=O)c1ccc(F)cc1)O2 | -12 | -1
COC(=O)c1cccc(Cn2c(Cl)c(/C=N/Nc3ccccc3C)sc2=O)c1 | -10 | 13
CCO[C@H]1OC(C(=O)N2CCOCC2)=C[C@@H](c2cn(C(C)=O)c3ccccc23)[C@@H]1CCCO | -17 | 26
COc1cccc(CNC(=O)C23CN(Cc4ccccc4)CC2C(c2ccc([N+](=O)[O-])cc2)=NO3)c1 (stereo unspecified) | 3 | 15
COCCN(CCOC)C(=O)c1cc2c(=O)n3ccccc3nc2s1 | -17 | 18
COc1cccc(C(=O)CSc2nnc(-c3cc(OC)c(OC)c(OC)c3)o2)c1 | -22 | 18
NS(=O)(=O)c1ccc(CNC(=O)c2ccc(Br)o2)cc1 | -19 | 24

5 compounds already listed, arranged by the value under OX1R antag-2, lowest first:
smiles | OX1R antag-2
COc1ccc(CCNC(=O)CN2C(=O)NC(Cc3c[nH]c4ccccc34)C2=O)cc1 (stereo unspecified) | -5
O=C(NCCCNC(=O)c1cccnc1)c1ccc(Cl)cc1 | 8
COc1cccc(C(=O)CSc2nnc(-c3cc(OC)c(OC)c(OC)c3)o2)c1 | 18
NS(=O)(=O)c1ccc(CNC(=O)c2ccc(Br)o2)cc1 | 24
CCO[C@H]1OC(C(=O)N2CCOCC2)=C[C@@H](c2cn(C(C)=O)c3ccccc23)[C@@H]1CCCO | 26

OX1R antag-2, what is marked active above.
SMILES | OX1R antag-1 | OX1R antag-2
O=C(Nc1ccc(Cl)cc1)Nc1ccccc1NS(=O)(=O)c1cccs1 | -26 | 60*

Following part.
SMILES | OX1R antag-1 | OX1R antag-2
COc1ccc(N2CCC(CNC(=O)Nc3ccc(Cl)cc3)C2)cc1 (stereo unspecified) | 2 | 10
COc1ccccc1N1CCN(C(=O)c2sc3ncn(CC(=O)N4CCC(C)CC4)c(=O)c3c2C)CC1 | -18 | 13
N/C(=N\N=C/c1ccc(F)cc1)N/N=C\c1ccc(F)cc1 | -8 | 10
CCN(CC(=O)Nc1ccc(NC(C)=O)cc1)S(=O)(=O)/C=C/c1ccccc1 | -52 | 8
COc1ccc(OC)c(S(=O)(=O)N2CCCC(C(=O)N3CCCC3)C2)c1 (stereo unspecified) | -8 | 28
Cc1c(Cl)cccc1NC(=O)CNC(=O)c1ccccc1F | 8 | 13
COc1ccc(NC(=O)COC(=O)Cc2c(F)cccc2Cl)cc1OC | 25 | 78
CN(C(=O)c1ccc(Br)cc1)C1CCS(=O)(=O)C1 (stereo unspecified) | -19 | 17
O=C(CN1C(=O)NC2(CCCC2)C1=O)OCc1cc(=O)n2cc(Br)ccc2n1 | -6 | 17
COc1ccc(S(N)(=O)=O)cc1C(=O)OCC1CCCCC1 | -22 | 19
Cc1nc(N2CCN(Cc3nc4ccccc4[nH]3)CC2)c2oc3ccccc3c2n1 | -24 | 28
C=CCNS(=O)(=O)c1ccc(OC)c(C)c1 | -15 | 13
CCOC(=O)C1=C(O)/C(=C\c2cc(C)n(-c3ccc(F)cc3)c2C)N=C1C | 1 | 25
Cc1ccc(C#N)c(SCc2ccccc2F)n1 | -15 | 5
Cn1c(=O)[nH]c(=O)c2c1nc(SCC(=O)O)n2CCOc1ccccc1 | -14 | 5
S=c1[nH]c(-c2ccccc2)cn1-c1ccccc1 | -5 | 0
O=C(NCc1cccc2[nH]ccc12)C1CCC(=O)N(CCc2ccc(Cl)cc2)C1 (stereo unspecified) | -16 | 11
CN(Cc1nc(CC2CC2)no1)CC12CC3CC(CC(C3)C1)C2 | -14 | 21
CCN(CC)S(=O)(=O)c1ccc(N2CCc3ccccc3C2)nc1 | -17 | 10
COc1ccc(N2CCN(C(=O)CN(CCc3ccccc3)S(C)(=O)=O)CC2)cc1 | -21 | 24
Cc1c(CN(C)C(=O)c2ccc(Br)o2)cnn1C | -6 | 3
CC(=O)Nc1ccc(S(=O)(=O)NC2CC(=O)N(c3ccc4c(c3)OCCO4)C2)cc1 (stereo unspecified) | -3 | 21
CN(C)c1ccc(/C=N/OC(=O)Nc2ccccc2Cl)cc1 | -7 | 18
O=C(CCc1ccccc1)N=C1SC2CS(=O)(=O)CC2N1c1ccc(F)cc1 (stereo unspecified) | -8 | 5
Cc1nc2ccc(Br)cc2c(-c2ccccc2)c1C(=O)O | -20 | -21
COc1ccc2c(CC(=O)Nc3ccc(OC)c(NS(=O)(=O)c4ccc(F)cc4)c3)coc2c1 | -9 | 10
Cc1nnc(-n2cnc3ccccc32)c2ccccc12 | -7 | 10
COc1cc(Cl)cc2c1Sc1ccccc1/C2=C/CCN(C)C | -20 | 9
S=c1[nH]nc(CSc2nc3ccccc3s2)o1 | -11 | 28
Cc1nccn1S(=O)(=O)c1ccc(Br)cc1Br | -27 | 17
CCOCCn1c(SC(C)C(C)=O)nc2c1c(=O)[nH]c(=O)n2C (stereo unspecified) | -17 | 2
Cc1ccsc1C1C(C#N)=C(N)OC2=C1C(=O)CC(C)C2 (stereo unspecified) | -30 | 4
O=C(Nc1ccc2c(c1)OCO2)c1ccc2nc[nH]c2c1 | 2 | 15
CC1CCC/C(=N\NC(=O)c2ccncc2)C1 (stereo unspecified) | -10 | 19
CCc1ccccc1NC1c2ccccc2C(=O)N1c1cc(C)ccn1 (stereo unspecified) | -35 | 19
Cc1ccc(-c2nn(-c3ccc(F)cc3)cc2C(=O)NCC2CCCO2)cc1 (stereo unspecified) | -35 | 19
C[C@]12c3[nH]c4ccc(Cl)cc4c3CCN1C(=O)[C@@H](CC(=O)NCc1ccco1)C[C@@H]2C(=O)N1CCCCC1 | -8 | 10
COc1ccc(CN(C2CCCC2)S(=O)(=O)c2ccc(-n3cnnn3)c(OC)c2)cc1OC | -8 | 1
O=C(CSc1ncccn1)N1CCC(Cc2ccccc2)CC1 | -21 | 21
Cc1ccc(-c2nn(-c3ccccc3)cc2C(=O)N2CCOCC2)cc1 | -27 | 15

Taken from above.
OX1R antag-2, Cc1ccsc1C1C(C#N)=C(N)OC2=C1C(=O)CC(C)C2 (stereo unspecified) = 4
OX1R antag-2, Cc1nccn1S(=O)(=O)c1ccc(Br)cc1Br = 17
OX1R antag-1, CC1CCC/C(=N\NC(=O)c2ccncc2)C1 (stereo unspecified) = -10
OX1R antag-2, CCOCCn1c(SC(C)C(C)=O)nc2c1c(=O)[nH]c(=O)n2C (stereo unspecified) = 2

Going on with the list.
SMILES | OX1R antag-1 | OX1R antag-2
COc1cc(/C=C2\C(=N)N3N=C(S(C)(=O)=O)SC3=NC2=O)ccc1OS(=O)(=O)c1ccccc1 | 13 | 9
CCOc1ccc(Nc2ncnc3c2cnn3C)cc1 | -10 | 11
O=C(COC(=O)CNC(=O)c1ccc(Cl)cc1Cl)NC(=O)NC1CCCCC1 | -9 | 6
O=C(NC(=S)NNC(=O)c1cccs1)c1ccco1 | -2 | 6
O=C1CCC([N+](=O)[O-])C(C2CC=CCC2)N1 (stereo unspecified) | 0 | 10
C=CCOC(=O)C1=C[C@@H](c2ccc(Br)cc2)[C@H](CCCO)[C@@H](OCC)O1 | -37 | 13
COc1ccc(C(=O)Nc2ccccc2C(=O)N/N=C/c2cccc3ccccc23)cc1 | -20 | 11
CC(C)CCNc1nc2c(c(=O)[nH]c(=O)n2C)n1CC(O)COC(C)C (stereo unspecified) | -26 | 21
CCN(Cc1ccccc1)Cc1c(C)[nH]c2c(C)c(C)ccc2c1=O | -16 | 14
O=C(CCl)N1N=C(c2ccco2)CC1c1cccs1 (stereo unspecified) | -8 | 17
C/C(CC(=O)Nc1ccc(N(C)C)cc1)=N\NC(=O)c1ccccn1 | -21 | 51
COc1cccc(NC(=S)NNC(=O)C(C)n2nc(C)c([N+](=O)[O-])c2C)c1 (stereo unspecified) | -21 | 11
O=C(CNC(=O)c1ccc(OC(F)F)cc1)Nc1cccc(S(=O)(=O)N2CCCC2)c1 | -40 | 12
Cc1ccc(Oc2c(CO)c(-c3ccccc3)nn2C)cc1 | -22 | 24
O=C(OCc1cccc([N+](=O)[O-])c1)c1cccnc1 | -1 | 22
Cc1ccccc1OCC1Cn2c(nc3c2c(=O)n(C)c(=O)n3C)O1 (stereo unspecified) | -32 | 9
Cc1cccc(CNS(=O)(=O)c2ccc(-c3cnc(C4CC4)o3)cc2)c1 | -7 | 34
CN1CCC(=O)N([C@H](CN=[N+]=[N-])c2ccccc2)CC1 | 4 | 18
O=C(c1ccccc1)N1CCN(c2ccccc2F)CC1 | -13 | 0
O=C1c2cccc3cccc(c23)C(=O)N1c1nccs1 | -17 | 30

Part of the list above in order of heavy-atom count, rising:
SMILES | OX1R antag-1 | OX1R antag-2
C=CCOC(=O)C1=C[C@@H](c2ccc(Br)cc2)[C@H](CCCO)[C@@H](OCC)O1 | -37 | 13
O=C(COC(=O)CNC(=O)c1ccc(Cl)cc1Cl)NC(=O)NC1CCCCC1 | -9 | 6
COc1cc(/C=C2\C(=N)N3N=C(S(C)(=O)=O)SC3=NC2=O)ccc1OS(=O)(=O)c1ccccc1 | 13 | 9

Remaining list, next part:
SMILES | OX1R antag-1 | OX1R antag-2
COc1ccc2oc(=O)c(-c3nnc(NCc4ccco4)s3)cc2c1 | -26 | 24
Cc1cc2ccccc2n1CCNC(=O)COc1ccc2ccccc2c1 | -13 | 27
COc1ccc(/C=C/C(=O)OCC(=O)NCC2CCCO2)cc1 (stereo unspecified) | -20 | 13
COc1ccc([C@H]2CC(=O)C=C(c3ccccc3Oc3ccccc3)C2)cc1 | 1 | 3
Fc1ccc(/C=C2\CCCC3=C2Nc2ncnn2C3c2ccc(F)cc2)cc1 (stereo unspecified) | -9 | 23
COc1ccc(C(=O)OCC(=O)Nc2ccc(F)c(F)c2F)cc1OC | -17 | 3
COc1cccc2cc(C(N)=O)/c(=N/NC(=O)COc3ccc(Cl)cc3)oc12 | -17 | 19
O=C(CN(C1CCCCC1)S(=O)(=O)c1ccc(Cl)cc1)NCc1ccncc1 | -25 | 14
COc1cccc(C2CC(c3c(F)cccc3Cl)n3nc(N)nc3N2)c1 (stereo unspecified) | -13 | 18
COc1ccc(N(CC(=O)N/N=C/c2ccc(OC)c(OC)c2)S(=O)(=O)c2ccccc2)cc1 | -15 | 4
